GASC-1 inh: blocks human GASC-1 demethylase activity. AID 2099. GST-JMJD2C(1-420) H3K9me3 demethylation, DELFIA europium. hit rate 0.069% among 330,000. inhibition, % at 2.35 µM. Q9H3R0;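 active means more than half of a compound's replicate wells show inhibition beyond 50%, single wells judged on their own value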;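 further: signal counts dimethyl H3K9 product captured on neutravidin plate; 0% = median of DMSO wells and 100% = 0.3 times that DMSO median; strong numbers were not always called active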
PP5 inh: blocks human protein phosphatase 5 activity; P53041; purified PP5c, OMFP substrate fluorescence; inhibition, % at 6.7 µM; hit rate 0.18% among 320,000;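 active means inhibition above the campaign's mean inhibition across all tested compounds plus 3 SD, cut at about 9.5% in these data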;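 further: 0% = DMSO only and 100% = 100 µM cantharidin control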
Target sequence (P53041 whole entry, looked up): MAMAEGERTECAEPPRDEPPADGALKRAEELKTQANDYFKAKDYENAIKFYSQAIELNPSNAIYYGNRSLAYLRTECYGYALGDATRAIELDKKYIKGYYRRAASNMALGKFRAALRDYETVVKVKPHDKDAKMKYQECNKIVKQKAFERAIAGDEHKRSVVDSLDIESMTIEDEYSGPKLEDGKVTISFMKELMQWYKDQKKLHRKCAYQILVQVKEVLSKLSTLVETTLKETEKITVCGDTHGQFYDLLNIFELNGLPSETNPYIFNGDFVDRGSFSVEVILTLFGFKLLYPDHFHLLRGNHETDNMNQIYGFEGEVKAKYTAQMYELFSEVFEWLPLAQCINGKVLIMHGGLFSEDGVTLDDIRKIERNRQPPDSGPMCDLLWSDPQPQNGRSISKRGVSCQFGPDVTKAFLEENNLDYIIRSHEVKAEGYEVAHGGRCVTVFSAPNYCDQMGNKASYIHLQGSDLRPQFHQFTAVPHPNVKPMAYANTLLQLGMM
Fh CTSL1 inh: blocks F. hepatica cathepsin L1 in PFM18AAP counter-screen; recombinant F. hepatica cathepsin L1, Z-Leu-Arg-MCA fluorescence; inhibition, % at 5.96 µM; hit rate 0.49% among 300,000;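 active means inhibition above the mean of all tested compounds plus 3 SD, set per screening campaign, cut at about 17% in these data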;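 further: 0% = plate median of test compound wells and 100% = 1 µM Z-Phe-Ala-diazomethylketone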
VLA-4 inh: inhibition in a human VLA-4 binding assay; VLA-4 expressing cells, ligand binding flow cytometry; inhibition, % (about 7 µM as worked out from the volumes in the protocol); hit rate 0.2% among 330,000; in the data active means inhibition above about 50%
procasp3 activ: procaspase-3 (human) activation | P42574 | recombinant procaspase-3 D3A, Ac-DEVD-pNA absorbance 405 nm | activation, % at 8.5 µM | hit rate 0.11% among 330,000;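 active means activation above the mean of all tested compounds plus 3 SD, cut at about 21% in these data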;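 further: 0% = DMSO alone and 100% = DMSO wells spiked with extra 5 µM PC-3 D3A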
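Compound: 8.5 µM single point, 0.8% DMSO / Material: Autoprocessing-dead procaspase-3 D3A mutant enzyme / Timing: 1 h preincubation plus 2 h reaction at 25 °C / Medium: Zinc-free HEPES/NaCl buffer with 0.01% Triton X-100 at pH 7.4 / Technique: 405 nm absorbance of p-nitroaniline, reads at 0 and 120 min / Repeats: one well per compound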
PP1 counter: PP1-alpha (human) inhibition in PP5 counter-screen; inhibition, % at 6.7 µM; P62136; purified PP1alpha, OMFP fluorescence; hit rate 0.9% among 320,000;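 active means inhibition above the mean inhibition of all tested compounds plus 3 SD, computed separately for each screening campaign, cut at about 15% in these data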
GRK2 inh: human GRK2 inhibition via aptamer displacement; bead flow cytometry, FAM-aptamer displacement from GRK2; inhibition of aptamer binding, % at 10 µM; hit rate 0.59% among 330,000;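 active means inhibition of aptamer binding above 40%, roughly 3 SD of noise, on plates passing a quality check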;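 further: median bead fluorescence of bound FAM aptamer so fluorescent compounds give negative values; no value below 0 was filed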
core dimer inh: blocks dimerization of HCV core protein; AID 1899; inhibition, % at 5 µM; hit rate 0.33% among 300,000; TR-FRET GST/Flag-core106 dimerization, 1536-well;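 active means inhibition above the mean of all tested compounds plus 3 SD, set per screening campaign, cut at about 45% in these data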
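Assay system: tagged HCV core106 pair (GST and Flag); medium: KF-containing HEPES buffer, pH 7.45, DTT, CHAPS, BSA; also added: Eu donor and XL665 acceptor anti-tag antibodies; dosing: 5 µM single dose; timing: compound-protein-antibody incubation 4 h at 22.5 °C; signal: TR-FRET 671 and 617 nm emission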
procasp7 counter: activates human procaspase-7, counter-screen for procaspase-3 activators | recombinant procaspase-7, Ac-DEVD-pNA absorbance 405 nm; D23A/D198A/D206A triple mutant, cannot self-cleave; scale: DMSO 0, 5 µM enzyme 100 | hit rate 0.093% among 330,000 | activation, % at 8.5 µM | P55210;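 active means percent activation above the screen-wide mean plus 3 SD, cut at about 25% in these data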
Target sequence (P55210 whole entry D23A/D198A/D206A): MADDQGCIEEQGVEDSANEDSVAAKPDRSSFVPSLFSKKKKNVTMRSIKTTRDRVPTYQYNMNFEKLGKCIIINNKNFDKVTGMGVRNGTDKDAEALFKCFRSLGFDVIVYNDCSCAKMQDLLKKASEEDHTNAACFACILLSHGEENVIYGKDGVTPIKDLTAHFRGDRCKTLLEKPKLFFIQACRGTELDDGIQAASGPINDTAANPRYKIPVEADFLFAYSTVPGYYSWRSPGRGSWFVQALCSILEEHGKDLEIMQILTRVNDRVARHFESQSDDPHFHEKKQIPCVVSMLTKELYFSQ
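Assay system: Uncleavable procaspase-7 mutant enzyme / Input: 2 µM procaspase-7 mutant as dispensed / Dosing: single nominal 8.5 µM compound dose, 0.8% DMSO final / Timing: 1 h enzyme–compound preincubation and 2 h substrate reaction, both 25 °C / Detection: p-Nitroaniline absorbance at 405 nm, read at 0 and 120 min / Replication: singlicate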
Active calls of the source: *; i = inactive; . = no result given; & = joins results of further samples.

The line under a structure holds: GASC-1 inh	PP5 inh	Fh CTSL1 inh	VLA-4 inh	procasp3 activ	PP1 counter	GRK2 inh	core dimer inh	procasp7 counter
1: COc1ccc(C2=NN(CN3C(=O)C(=O)c4ccccc43)C(c3ccc(C)cc3)C2)cc1 (stereo not given)
 : 6	1.2	0	10	-6	1	4	5	-17
2: Cc1cc2c(c(SCC(=O)Nc3ccc(C)c(C)c3)n1)C(=O)OC2
 : -10	0.6	1	-15	6	0	3	-1	-3
3: COc1ccc(/C=C(\C#N)c2nc3ccc(C)cc3[nH]2)cc1Oc1ccc(C(F)(F)F)cc1[N+](=O)[O-]
 : 12	-3.8	-2	1	-3	-2	4	17	-6
4: O=c1[nH]c2cc(Br)cnc2nc1/C=C(\O)c1ccc(F)cc1
 : 27	3.3	-2	-142	3	-2	0	-5	-1
5: Cc1ccc(C)c(NC(=O)CN(C)C(=O)c2sccc2C)c1
 : -1	-2.4	0	6	-15	-3	1	1	0
6: Cc1ccc(O)c(NC(=O)C2CCCN2C(=O)OCc2ccccc2)c1 (stereo not given)
 : 1	-2.6	-4	2	1	-3	2	1	3
7: CC(C)NC(=O)Nc1cccc2c1O[C@H](CN(C)C(=O)NC(C)C)[C@@H](C)CN([C@H](C)CO)C2=O
 : -27	.	.	12	6	.	3	.	9
8: COc1ccccc1/C=C/CN1CCN(Cc2ccc(F)cc2)C(CCO)C1 (stereo not given)
 : 5	2.0	1	-4	2	2	1	-3	5
9: COc1ccc(N2CCN(C(c3ccc4ncccc4c3)c3nnnn3C(C)C)CC2)cc1 (stereo not given)
 : 10	-1.6	0	-8	-5	-4	2	-8	-10
10: O=S(=O)(c1cccs1)N1CCC2(CC1)OCCO2
 : -45	0.1	-4	7	6	-2	1	6	8
11: O=C1CC(c2ccsc2)c2ccc3ccccc3c2N1 (stereo not given)
 : 0	4.6	-3	26	7	5	1	-2	7
12: COc1cc(NC(=O)c2ccc3c(c2)OCO3)ccc1NC(=O)c1cccs1
 : 3	-0.4	2	19	-44	-3	0	-2	10
13: CCOc1cc(C)c(S(=O)(=O)NC2CC(C)(C)NC(C)(C)C2)cc1C
 : 72	-1.2	2	-1	-36	-8	0	1	-28
14: COc1ccc(/C=C/c2c([N+](=O)[O-])c(=O)n(C)c(=O)n2C)cc1
 : -18	0.4	-4	-1	-1	-1	0	0	5
15: COc1ccccc1-n1ccnc(SCC(=O)NCc2ccccc2)c1=O
 : -8	-2.0	-4	-1	0	-2	0	2	6
16: Cc1sc2nc(CN3CCCC3)nc(N3CCN(S(=O)(=O)c4cccs4)CC3)c2c1C
 : -1	1.2	11	-13	-6	27*	0	13	-3
17: COC(=O)C1=CN(c2ccc(OC)cc2)C=C(C(=O)OC)C1c1cc(OC)c(OC)cc1OC
 : -6	-0.2	0	10	2	1	0	12	9
18: c1ccc(C2(Cn3ccc4ccccc43)OCCO2)cc1
 : -3	1.5	-1	-11	-3	5	1	-3	-9
19: COc1ccccc1N1CCN(C(=O)C2CCN(C(=O)c3cccc(Cl)c3)CC2)CC1
 : 13	-7.1	4	-3	4	1	2	-27	-7
20: CC(N=C1NS(=O)(=O)c2ccccc21)C(=O)Nc1ccc(F)cc1Cl (stereo not given)
 : 0	2.8	.	3	-1	1	0	.	-1

Going on with the list:
The line under a structure holds: GASC-1 inh	PP5 inh	Fh CTSL1 inh	VLA-4 inh	procasp3 activ	PP1 counter	GRK2 inh	core dimer inh	procasp7 counter
21: CCCCOc1ccc(C2=NNC(=O)CC2)cc1
 : 1	2.8	-1	6	7	-5	1	-10	8
22: COc1ccccc1CNS(=O)(=O)c1cc2c3c(c1)C(C)C(=O)N3CCC2 (stereo not given)
 : 16	-0.4	0	3	-4	-1	4	2	6
23: CC(C)CCN1CC(C(=O)NCCC2=CCCCC2)CC1=O (stereo not given)
 : -5	3.9	-2	5	-6	-4	0	0	5
24: CCc1ccc(-c2ccc(SCC(=O)Nc3nnc(C)s3)nn2)cc1
 : -9	-2.0	-10	18	2	1	1	7	-3
25: Cc1ccc(C)c(N2CCN(C(=O)c3cccn4c(=O)c5sccc5nc34)CC2)c1
 : 1	5.4	1	5	2	-4	1	1	5
26: CCc1nnc(NS(=O)(=O)c2ccc(NC(=O)c3ccc(C#N)cc3)cc2)s1
 : 6	0.7	0	7	-2	-4	0	2	0
27: COc1ccc(/C=C/C(=O)N2CCNC(=O)C2)c(OC)c1
 : -10	-2.1	1	9	0	-3	1	-3	3
28: Cc1[nH]c2c(C(=O)N3CCCC(CCC(=O)NCc4ccccc4F)C3)cccc2c1C (stereo not given)
 : i	0.3	-4	5	15	-1	0	3	9
29: C/C(=N\O)C(=O)NCCN(C)C
 : -1	1.9	-6	10	-2	-3	0	3	1
30: COc1ccc(NC(=O)c2cc(-c3ccc4c(c3)OCO4)on2)cc1OC
 : -5	2.5	-1	7	-8	4	0	-7	3
31: NNC(=O)c1cc(-c2ccc(O)cc2)nc2ccc(Br)cc12
 : 1	1.4	-1	-3	2	-1	0	5	7
32: O=C(NC(=S)Nc1ccc(NC(=O)c2cccs2)cc1)c1ccc([N+](=O)[O-])cc1
 : -5	-7.0	-5	4	5	3	4	8	9
33: CCN1CCN(C(=S)Nc2ccc([N+](=O)[O-])cc2)CC1
 : -10	-0.4	0	-4	-21	0	0	-1	-17
34: CCOc1ccc(CC2S/C(=N/c3ccccn3)NC2=O)cc1 (stereo not given)
 : -10	0.8	4	3	-1	-1	2	0	-6
35: O=C(NC1CCCCC1)C1CCN(S(=O)(=O)c2cccc3cccnc23)CC1
 : -15	1.3	0	-2	5	0	0	-2	-1
36: Cc1ccc(CS/C(Nc2ccccc2C)=C(\C#N)C(N)=O)c(C)c1
 : 3	5.2	6	3	-7	1	0	11	1
37: CCOc1cc(NC(=O)C2CC2)c(OCC)cc1NC(=O)CCn1nnc2ccccc21
 : 8	1.0	3	38	-14	-1	0	-14	5
38: C/C=C/c1ccc(OCCCCNCc2ccco2)c(OC)c1
 : -16	-1.7	4	37	-4	3	0	0	4
39: O=C(NC1CCCC1)c1cc(-c2ccccc2)nc2ccccc12
 : -1	-1.4	0	9	-1	0	1	9	0
40: Cc1cc(Sc2nc(N)ncc2[N+](=O)[O-])ncn1
 : 2	0.0	0	2	3	0	0	-3	-7

Some of these compounds in order of the core dimer inh value, high to low.
nr	canonical_smiles	GASC-1 inh	PP5 inh	VLA-4 inh	procasp3 activ	GRK2 inh	core dimer inh
4	O=c1[nH]c2cc(Br)cnc2nc1/C=C(\O)c1ccc(F)cc1	27	3.3	-142	3	0	-5
9	COc1ccc(N2CCN(C(c3ccc4ncccc4c3)c3nnnn3C(C)C)CC2)cc1 (stereo not given)	10	-1.6	-8	-5	2	-8
37	CCOc1cc(NC(=O)C2CC2)c(OCC)cc1NC(=O)CCn1nnc2ccccc21	8	1.0	38	-14	0	-14

Next section.
The line under a structure holds: GASC-1 inh	PP5 inh	Fh CTSL1 inh	VLA-4 inh	procasp3 activ	PP1 counter	GRK2 inh	core dimer inh	procasp7 counter
41: N#Cc1c(F)cccc1N1CCC(C#N)CC1
 : 1	-0.8	-1	4	0	-2	0	0	5
42: COc1cc(OC)c(C2C(C(=O)Nc3ccccc3)=C(C)Nc3ncnn32)cc1OC (stereo not given)
 : 5	-0.1	-2	1	2	-7	0	2	3
43: COC(=O)c1ccccc1NC(=O)NCc1ccccn1
 : -11	-1.2	5	12	4	-3	2	-3	3
44: Cc1nn(S(=O)(=O)c2ccc(C(C)C)cc2)c(C)c1S(=O)(=O)N1CCOCC1
 : 7	0.9	-4	5	7	1	1	-2	-1
45: COC(=O)c1cc(CSC(=N)N)ccc1OCCC(C)C
 : -7	4.6	0	-10	-5	0	0	-8	3
46: CC1(c2ccccc2)CC(c2ccccc2)=Nc2ccccc2N1 (stereo not given)
 : -1	0.8	-5	-36	-2	-2	1	4	-8
47: CCCCOC(=O)Nc1ccccc1C(N)=O
 : -4	-1.2	-2	6	-10	5	3	2	2
48: CCC(C)C(NC(=O)C1CCC(C)CC1)C(=O)NCCc1ccc(S(N)(=O)=O)cc1 (stereo not given)
 : -2	-0.9	0	-2	-5	1	0	3	12
49: CCOC(=O)c1ccc(NC(=O)CN2C(=O)C(=O)N(CC(C)C)C2=O)cc1
 : 19	0.4	-2	-2	-12	-5	5	6	13
50: Cc1sc2nc(CSCC(=O)NC(C)(C)C)[nH]c(=O)c2c1C
 : -4	2.0	0	-36	8	-4	1	3	8
51: Cc1cccc(CCN2C(Nc3ccccc3)=NC[C@@H]2C)c1
 : -2	1.0	-2	-10	3	0	0	-11	6
52: COc1ccc(N/C=C/C(=O)c2ccc(OC)c(OC)c2)cc1
 : -19	-0.3	-3	-10	-3	-4	0	-9	-4
53: CC(C)c1ccc(N(CC(=O)NCCSCc2ccco2)S(C)(=O)=O)cc1
 : -3	0.2	-2	6	-5	-1	0	2	-13
54: Cc1ccc2nc(SCC(=O)N3CCN(C(=O)c4ccco4)CC3)[nH]c2c1
 : -1	0.7	-2	0	4	0	2	3	14
55: CCn1c(CSCc2ccc(Cl)cc2)nnc1SCC(=O)Nc1cccc(C(=O)O)c1
 : -22	-0.8	3	2	-2	-2	0	4	6
56: CCc1ccc(OCC(=O)NN2Cc3ccccc3C2=N)cc1
 : 34	-0.6	2	10	-2	2	0	2	2
57: O=C(Nc1nc(-c2ccccn2)cs1)C1CC1
 : -4	2.0	-4	-10	10	9	1	-10	-1
58: O=C(CN(CC1CCCO1)S(=O)(=O)c1ccc(S(=O)(=O)NC2CC2)cc1)Nc1ccccc1 (stereo not given)
 : 11&8	0.4	-2	13	-1	-1	0	5	3
59: CCC(=O)c1c(NC(CC)CO)cc(C)oc1=O (stereo not given)
 : 3	1.4	0	-4	-3	2	1	3	-7

Source: PubChem
